Mtb BioA inh: blocks M. tuberculosis BioA enzyme activity; purified M. tuberculosis BioA enzyme, plate reader; inhibition, % at 9.99 µM; 360,000 tested, 0.096% active; in the data active = inhibition above about 40%
SSB-PriA inh: inhibitors of Klebsiella pneumoniae PriA binding to SSB C-terminal tail | AlphaScreen SSBct-PriA binding, biotinylated peptide | inhibition, % at 33 µM | 430,000 tested, 0.6% active | AID 1272365; in the data active = inhibition mostly above about 37%, no sharp cut-off; inactive = mostly below about 20%;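 note: plate controls were negative control peptide for no effect and reference peptide for full effect; strong numbers were not always called active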
MazF activator: activators of E. coli MazEF toxin-antitoxin RNase; FAM/BHQ RNA-DNA oligo cleavage fluorescence, 5 h; activation, % at 20 µM; 350,000 tested, 0.32% active; AID 504720; in the data active = activation above about 50%
Target sequence (P0AE70 whole entry, looked up): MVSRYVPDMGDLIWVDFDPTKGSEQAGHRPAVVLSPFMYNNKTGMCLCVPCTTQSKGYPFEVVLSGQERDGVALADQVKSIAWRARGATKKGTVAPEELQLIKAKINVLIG
Rv3671c inh: inhibitors of M. tuberculosis serine protease Rv3671c; 320,000 tested, 0.048% active; inhibition, % at 5.96 µM; P9WHR9; in the data active = inhibition above about 38%;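 note: extracellular domain of Rv3671c used as enzyme; 0% = enzyme with DMSO and 100% = no enzyme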
FBA Mtb inh: inhibits M. tuberculosis FBA enzyme | AID 588726 | P9WQA3 | inhibition, % at 1 µM | 360,000 tested, 2.3% active | purified M. tuberculosis FBA, fluorescence read-out; in the data active = inhibition above about 27%;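 note: 0% = vehicle and 100% = reference inhibitor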
Target sequence (P9WQA3 whole entry, looked up): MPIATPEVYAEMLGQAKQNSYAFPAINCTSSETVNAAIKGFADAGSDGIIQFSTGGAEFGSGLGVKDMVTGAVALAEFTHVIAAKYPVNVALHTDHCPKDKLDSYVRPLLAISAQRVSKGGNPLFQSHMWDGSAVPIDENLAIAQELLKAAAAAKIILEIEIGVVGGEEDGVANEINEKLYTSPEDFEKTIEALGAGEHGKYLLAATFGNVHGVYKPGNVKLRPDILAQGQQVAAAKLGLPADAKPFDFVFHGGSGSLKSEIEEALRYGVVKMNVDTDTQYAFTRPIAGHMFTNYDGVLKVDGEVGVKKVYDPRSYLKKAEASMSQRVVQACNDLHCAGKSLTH
SARS 3CLpro inh: SARS-CoV 3CLpro protease inhibition | P0C6X7 | recombinant SARS-CoV 3CLpro, quenched FRET peptide cleavage | inhibition, % at 6 µM | 290,000 tested, 0.14% active; in the data active = inhibition above about 12%
Vc quorum ag: induces V. cholerae light production without autoinducers. V. cholerae BH1578 lux reporter, luminescence, 6 h. activation, % at 18.7 µM. 350,000 tested, 0.16% active. AID 588436; in the data active = activation mostly above about 9.7%, no sharp cut-off; note: not every result past the cut was called active; inactives centre near 0; reference of the scale not given here
GDH-TPI counter: GDH-TPI coupled enzyme inhibition counter-screen. AID 588335. inhibition, % at 4.8 µM. GDH-TPI coupled enzyme counterscreen, NADH absorbance. 360,000 tested, 1.2% active; in the data active = inhibition above about 30%;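 note: 0% = DMSO wells and 100% = wells lacking the enzyme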
DUSP3 inh: DUSP3 (human) phosphatase inhibition | P51452 | recombinant VHR phosphatase, pNPP absorbance | inhibition, % at 13.3 µM | 290,000 tested, 0.52% active; in the data active = inhibition above about 50%; note: some compounds called inactive have numbers as strong as hits
Target sequence (P51452 whole entry, looked up): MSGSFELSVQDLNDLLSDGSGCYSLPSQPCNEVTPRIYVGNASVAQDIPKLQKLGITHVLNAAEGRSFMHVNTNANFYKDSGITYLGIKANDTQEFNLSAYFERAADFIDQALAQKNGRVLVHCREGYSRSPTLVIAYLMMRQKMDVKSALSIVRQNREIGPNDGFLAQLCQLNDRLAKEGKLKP
Mtb UGM inh: Mtb UDP-galactopyranose mutase inhibition; inhibition, % at 10 µM; P9WIQ1; purified UGM, fluorescence polarization probe displacement; 320,000 tested, 0.06% active; in the data active = inhibition above about 10%, passing the limit was not always enough
Target sequence (P9WIQ1 whole entry, looked up): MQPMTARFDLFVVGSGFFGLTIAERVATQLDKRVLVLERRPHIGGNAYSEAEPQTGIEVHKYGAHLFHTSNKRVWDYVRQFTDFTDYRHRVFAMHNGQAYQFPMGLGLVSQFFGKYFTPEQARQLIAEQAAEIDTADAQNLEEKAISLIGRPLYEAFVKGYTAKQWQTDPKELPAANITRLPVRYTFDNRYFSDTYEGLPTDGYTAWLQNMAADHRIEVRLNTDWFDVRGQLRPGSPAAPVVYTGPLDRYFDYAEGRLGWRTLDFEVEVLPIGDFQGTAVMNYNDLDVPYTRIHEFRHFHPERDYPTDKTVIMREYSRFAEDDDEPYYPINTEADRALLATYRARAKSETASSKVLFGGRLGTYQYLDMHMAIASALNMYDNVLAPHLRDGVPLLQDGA
Numbers without * were called inactive; & = joins results of further samples. Some of the compounds tested; count on the stated rates, not on these rows.

Results for COc1ccccc1CNC(=O)c1cc2c(=O)[nH]c3ccccc3c2n1C ?
Rv3671c inh: -7; SARS 3CLpro inh: 2; DUSP3 inh: -7; Mtb UGM inh: 0.3

Results for CC1CC(C)CN(S(=O)(=O)c2ccc(C(=O)N(c3ccccn3)C3CCCCC3)cc2)C1 (centres undefined) ?
SSB-PriA inh: -8; MazF activator: -3; Rv3671c inh: 10; FBA Mtb inh: -4; SARS 3CLpro inh: 2; Vc quorum ag: 0.4; GDH-TPI counter: -5; DUSP3 inh: 20; Mtb UGM inh: -0.8

What do the screens show for `COc1ccc(C(=O)O/N=C(\N)c2cccc(C)c2)cc1OC`?
Mtb BioA inh: -1.1; SSB-PriA inh: inactive; MazF activator: -1; Rv3671c inh: 0; FBA Mtb inh: -2; SARS 3CLpro inh: -3; Vc quorum ag: inactive; GDH-TPI counter: 6; DUSP3 inh: 6; Mtb UGM inh: -1.8

How did CC1=NCC(C)c2c1[nH]c1ccccc21 (centres undefined) do in these assays?
SSB-PriA inh: 10; MazF activator: -5; Rv3671c inh: -6; FBA Mtb inh: 3; SARS 3CLpro inh: 5; Vc quorum ag: -0.4; GDH-TPI counter: 21; DUSP3 inh: 11; Mtb UGM inh: 0.6

Results for Cc1ccc(S(=O)(=O)c2c(N)n(/N=C/c3ccco3)c3nc4ccccc4nc23)cc1C ?
Mtb BioA inh: 1.1; MazF activator: 15; Rv3671c inh: -15; FBA Mtb inh: 16; SARS 3CLpro inh: -5; Vc quorum ag: 0.0; GDH-TPI counter: 24; DUSP3 inh: -22; Mtb UGM inh: 0.7

How did COc1ccc(CNC(=O)C2CCC(CNc3c(N4CCCCC4)c(=O)c3=O)CC2)cc1 (centres undefined) do in these assays?
Mtb BioA inh: -0.3; SSB-PriA inh: -10; MazF activator: -1; Rv3671c inh: 5; FBA Mtb inh: 3; SARS 3CLpro inh: 5; Vc quorum ag: 0.5; GDH-TPI counter: 11; DUSP3 inh: -1; Mtb UGM inh: 2.3

Results for Cc1cccc(OCC(O)Cn2c(-n3nc(C)cc3C)nc3c2c(=O)[nH]c(=O)n3C)c1 (centres undefined) ?
Mtb BioA inh: -3.7; SSB-PriA inh: -13; MazF activator: -1; Rv3671c inh: 6; FBA Mtb inh: 2; SARS 3CLpro inh: -3; Vc quorum ag: -0.7; GDH-TPI counter: 12; DUSP3 inh: 15; Mtb UGM inh: 2.5

Results for NC(=S)NN=C1c2cc(S(=O)(=O)N3CCOCC3)ccc2-c2ccc(S(=O)(=O)N3CCOCC3)cc21 ?
Mtb BioA inh: -0.4; SSB-PriA inh: -1; MazF activator: -1; Rv3671c inh: 24; FBA Mtb inh: -12; SARS 3CLpro inh: 3; Vc quorum ag: -0.4; GDH-TPI counter: 2; DUSP3 inh: 10; Mtb UGM inh: -4.4

What do the screens show for `Cc1ccc(N2CCN(S(=O)(=O)c3ccc(F)cc3)CC2)c(C)c1`?
Mtb BioA inh: -1.3; SSB-PriA inh: -11; MazF activator: 2; Rv3671c inh: -4; FBA Mtb inh: 0; SARS 3CLpro inh: -5; Vc quorum ag: -0.4; GDH-TPI counter: -10; DUSP3 inh: 14; Mtb UGM inh: -2.0

How did CCN(CC)CCNC(=O)NC(=O)c1ccc(Cl)cc1 do in these assays?
Mtb BioA inh: -8.1; SSB-PriA inh: 15&-10; MazF activator: -15; Rv3671c inh: -6; FBA Mtb inh: 0; SARS 3CLpro inh: -1; Vc quorum ag: inactive; GDH-TPI counter: 13; DUSP3 inh: 2; Mtb UGM inh: -0.7

Compounds listed so far containing a halogen, in the order listed:
What do the screens show for `Cc1ccc(N2CCN(S(=O)(=O)c3ccc(F)cc3)CC2)c(C)c1`?
Mtb BioA inh: -1.3; SSB-PriA inh: -11; MazF activator: 2; Rv3671c inh: -4; FBA Mtb inh: 0; SARS 3CLpro inh: -5; Vc quorum ag: -0.4; GDH-TPI counter: -10; DUSP3 inh: 14; Mtb UGM inh: -2.0

How did CCN(CC)CCNC(=O)NC(=O)c1ccc(Cl)cc1 do in these assays?
Mtb BioA inh: -8.1; SSB-PriA inh: 15&-10; MazF activator: -15; Rv3671c inh: -6; FBA Mtb inh: 0; SARS 3CLpro inh: -1; Vc quorum ag: inactive; GDH-TPI counter: 13; DUSP3 inh: 2; Mtb UGM inh: -0.7

(listing goes on)
What do the screens show for `CC1C=CCC2C(=O)N(c3cccc(C(=O)Nc4ccc(F)cc4)c3)C(=O)C12` (centres undefined)?
Mtb BioA inh: -2.2; SSB-PriA inh: -14; MazF activator: -16; Rv3671c inh: -8; FBA Mtb inh: 3; SARS 3CLpro inh: -3; Vc quorum ag: -0.3; GDH-TPI counter: 8; DUSP3 inh: 36; Mtb UGM inh: 1.3

What do the screens show for `c1ccc(-c2ncc(-c3ccn[nH]3)s2)cc1`?
SSB-PriA inh: -2; MazF activator: 7; Rv3671c inh: 1; FBA Mtb inh: 139*; SARS 3CLpro inh: 2; Vc quorum ag: -0.1; GDH-TPI counter: 15; DUSP3 inh: 18; Mtb UGM inh: -0.7

How did CCC(/C=C1\Sc2ccc(OC)cc2N1CCO)=C\c1sc2ccc(OC)cc2[n+]1CCO do in these assays?
Mtb BioA inh: 2.8; SSB-PriA inh: 23; MazF activator: 0; Rv3671c inh: -459; FBA Mtb inh: 0; SARS 3CLpro inh: 0; Vc quorum ag: -0.4; GDH-TPI counter: 7; DUSP3 inh: -8; Mtb UGM inh: 0.4

How did O=C(NCc1ccccc1Cl)c1ccc2ccccc2n1 do in these assays?
Mtb BioA inh: 0.2; SSB-PriA inh: -31; MazF activator: -2; Rv3671c inh: 5; FBA Mtb inh: -1; SARS 3CLpro inh: -2; Vc quorum ag: -1.5; GDH-TPI counter: 15; DUSP3 inh: 10; Mtb UGM inh: 0.9

Results for COc1cc(OC)cc(C(=O)NC2CCN(CC(=O)Nc3cccc4ccccc34)CC2)c1 ?
Mtb BioA inh: -0.3; SSB-PriA inh: -2; MazF activator: -11; Rv3671c inh: -1; FBA Mtb inh: -3; SARS 3CLpro inh: 3; GDH-TPI counter: -8; DUSP3 inh: -14; Mtb UGM inh: 1.4

What do the screens show for `COc1ccc(N2CCN(C(=O)c3cc4ccccc4o3)CC2)cc1`?
Mtb BioA inh: -1.1; SSB-PriA inh: 4; MazF activator: 11; Rv3671c inh: 7; FBA Mtb inh: -4; SARS 3CLpro inh: 7; Vc quorum ag: -0.3; GDH-TPI counter: -1; DUSP3 inh: 13; Mtb UGM inh: 1.2

Results for CCCCCc1ccc(-c2cn(Cc3ccc4ccccc4c3)nn2)cc1 ?
Mtb BioA inh: -6.3; SSB-PriA inh: -5; MazF activator: -10; Rv3671c inh: 1; FBA Mtb inh: 4; SARS 3CLpro inh: -5; Vc quorum ag: inactive; GDH-TPI counter: 8; DUSP3 inh: 17; Mtb UGM inh: 3.2

Results for CCSc1nnc(NC(=O)CN2C(=O)NC3(CCCC3)C2=O)s1 ?
Mtb BioA inh: -0.5; SSB-PriA inh: -15; MazF activator: 0; Rv3671c inh: -8; FBA Mtb inh: 0; Vc quorum ag: inactive; GDH-TPI counter: 7; Mtb UGM inh: -6.3

How did CCOc1ccc(N=CNc2ccc(OCC)cc2)cc1 do in these assays?
SSB-PriA inh: 17; MazF activator: 0; Rv3671c inh: 3; FBA Mtb inh: 1; SARS 3CLpro inh: 5; Vc quorum ag: inactive; GDH-TPI counter: 7; DUSP3 inh: -8; Mtb UGM inh: 0.5

Results for COC(=O)C(C)N1C(=O)S/C(=C/c2cc(C)n(-c3ccccn3)c2C)C1=O (centres undefined) ?
Mtb BioA inh: -1.8; SSB-PriA inh: 6; MazF activator: 9; Rv3671c inh: 1; FBA Mtb inh: -6; SARS 3CLpro inh: -2; Vc quorum ag: inactive; GDH-TPI counter: 6; DUSP3 inh: 12; Mtb UGM inh: 0.3

Results for COc1ccc(COC(=O)C2CCN(S(=O)(=O)c3cccs3)CC2)cc1 ?
Mtb BioA inh: -0.6; SSB-PriA inh: -27; MazF activator: -1; Rv3671c inh: 1; FBA Mtb inh: -4; Vc quorum ag: -2.9; GDH-TPI counter: -9; Mtb UGM inh: 4.8

How did C[C@H]1CN([C@@H](C)CO)C(=O)Cc2cc(NC(=O)C3CC3)ccc2O[C@H]1CN(C)Cc1ccc(C(=O)O)cc1 do in these assays?
Mtb BioA inh: -1.8&-3.3; SSB-PriA inh: -13; MazF activator: 5; Rv3671c inh: 4; FBA Mtb inh: 2; Vc quorum ag: -1.4; GDH-TPI counter: 9; Mtb UGM inh: 1.6

How did COc1ccc(C)cc1Nc1n[n+](-c2ccccc2)c(-c2ccc(C(=O)O)cc2)s1 do in these assays?
Mtb BioA inh: 0.1; SSB-PriA inh: 5; MazF activator: 7; Rv3671c inh: -25; FBA Mtb inh: 7; SARS 3CLpro inh: 4; Vc quorum ag: inactive; GDH-TPI counter: 10; DUSP3 inh: 29; Mtb UGM inh: 1.8

What do the screens show for `O=C(COc1ccc2ccccc2c1Br)Nc1ccncc1`?
Mtb BioA inh: -0.7; SSB-PriA inh: 2; MazF activator: 31; Rv3671c inh: -8; FBA Mtb inh: -1; SARS 3CLpro inh: -7; Vc quorum ag: 2.9; GDH-TPI counter: -7; DUSP3 inh: -9; Mtb UGM inh: -0.2

Results for C[C@@H]1CCC[C@]2(O[C@H](CCO)C[C@H](O)[C@H]2O)O1 ?
Mtb BioA inh: -0.6; SSB-PriA inh: -6; MazF activator: -9; Rv3671c inh: -1; FBA Mtb inh: 6; Vc quorum ag: inactive; GDH-TPI counter: 1; DUSP3 inh: -9; Mtb UGM inh: 1.3

How did O=C(COC(=O)CNC(=O)c1sc2ccccc2c1Cl)Nc1cc(Cl)cc(Cl)c1 do in these assays?
SSB-PriA inh: -8; MazF activator: -56; Rv3671c inh: -2; FBA Mtb inh: 2; SARS 3CLpro inh: 1; Vc quorum ag: -0.3; GDH-TPI counter: 3; DUSP3 inh: 18; Mtb UGM inh: 0.5

How did CCOC(=O)COc1ccc(S(=O)(=O)NCCC2=CCCCC2)cc1 do in these assays?
SSB-PriA inh: 11; MazF activator: 3; Rv3671c inh: -1; FBA Mtb inh: 10; SARS 3CLpro inh: 3; Vc quorum ag: 6.2; GDH-TPI counter: -1; DUSP3 inh: -9; Mtb UGM inh: -0.9

How did N#Cc1ccc(CNc2cnccn2)cc1 do in these assays?
Mtb BioA inh: -0.4; SSB-PriA inh: 6; MazF activator: 2; Rv3671c inh: -8; FBA Mtb inh: 69*; SARS 3CLpro inh: -5; Vc quorum ag: -0.4; GDH-TPI counter: 5; DUSP3 inh: 6; Mtb UGM inh: 3.3

What do the screens show for `CCn1ncc(/C=N/NC(=O)c2cc(Cl)ccc2OC)c1C`?
MazF activator: 2; Rv3671c inh: -1; FBA Mtb inh: -4; SARS 3CLpro inh: -2; Vc quorum ag: -0.2; GDH-TPI counter: 8; DUSP3 inh: -5; Mtb UGM inh: -0.2

Results for COc1ccc(C2C(C#N)=C(N)OC3=C2C(=O)CC(C)(C)C3)cc1Cn1cc([N+](=O)[O-])cn1 (centres undefined) ?
SSB-PriA inh: 2; MazF activator: 4; Rv3671c inh: 2; FBA Mtb inh: 1; SARS 3CLpro inh: -1; Vc quorum ag: 0.0; GDH-TPI counter: 7; DUSP3 inh: 30; Mtb UGM inh: 0.2

How did O=S(=O)(c1ccccc1)n1ccc2ccccc21 do in these assays?
Mtb BioA inh: 0.5; SSB-PriA inh: -54; MazF activator: -2; Rv3671c inh: 3; FBA Mtb inh: -1; SARS 3CLpro inh: -1; Vc quorum ag: inactive; GDH-TPI counter: 1; DUSP3 inh: -14; Mtb UGM inh: 0.5

What do the screens show for `Cc1ccc(-n2c(C)cc(C(=O)COC(=O)c3ccc[nH]c3=O)c2C)cc1C`?
SSB-PriA inh: -3; MazF activator: -3; Rv3671c inh: 2; FBA Mtb inh: -7; SARS 3CLpro inh: 1; Vc quorum ag: -0.2; GDH-TPI counter: 7; DUSP3 inh: -5; Mtb UGM inh: -0.7

Screening results deposited in PubChem by several laboratories.
